Screening data: PubChem BioAssay, several laboratories
NS3 helicase inh: HCV NS3 helicase inhibition | 290,000 compounds, 0.56% hits | inhibition, % at 10.9 µM | NS3 helicase DNA unwinding, Cy5 molecular beacon fluorescence;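 active means inhibition above the mean of all tested compounds plus 3 SD, set per campaign, cut at about 35% in these data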;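 further: 0% = DMSO wells and 100% = thioflavine S control wells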
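Control set: DMSO versus 110 µM thioflavine S; Material: NS3 helicase fragment of HCV; Measured by: Cy5 fluorescence at 0 and 60 min, beacon hairpin quenching; Read-out basis: percent inhibition from t60/t0 fluorescence ratio; Times: reaction time 60 min, 25 °C; Repeats: single replicate; Compound dosing: single dose, 10.9 µM nominal final, DMSO 0.8% final.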
pCIP destab: compounds decreasing mouse p/CIP protein stability. Q05BA5. F442A p/CIP-EGFP cells, EGFP fluorescence, 16 h. decrease of EGFP signal, % at 10 µM. 290,000 compounds, 0.01% hits;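 active means EGFP signal decrease of at least 30% at 10 µM or well 3 SD below plate mean, unless failing retest; inactive means the rest, including hits failing retest or dose response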; further: some compounds called inactive have numbers as strong as hits; many of its hits are not listed in these tables
DNA FID counter: counter-screen for HCV NS3 helicase inhibitors: DNA intercalator displacement. DNA fluorescent intercalator displacement, fluorescence. inhibition, % at 7.9 µM. 290,000 compounds, 0.17% hits; in the data active means inhibition above about 37%;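 further: 0% = vehicle and 100% = reference compound; higher means more ethidium bromide displaced from hairpin DNA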
VIM-2 inh: blocks Pseudomonas aeruginosa VIM-2 metallo-beta-lactamase. 290,000 compounds, 0.89% hits. inhibition, % at 5.6 µM. purified VIM-2, nitrocefin hydrolysis, epi-absorbance fluorescence;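 active means inhibition above the mean of all tested compounds plus 3 SD, cutoff set per screening run, cut at about 7.5% in these data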;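 further: red hydrolysis product quenches plate fluorescence so inhibitors raise well fluorescence; 0% = enzyme with DMSO and 100% = DMSO without enzyme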
SUMO HTRF inh: SUMOylation inhibition | inhibition, % at 35 µM | HTRF SUMOylation assay, SAE1/SAE2 + UBC9, in vitro | P63279 | 290,000 compounds, 0.36% hits; in the data active means inhibition above about 50%, passing the limit was not always enough; further: strong numbers were not always called active
Target sequence (P63279 whole entry, looked up): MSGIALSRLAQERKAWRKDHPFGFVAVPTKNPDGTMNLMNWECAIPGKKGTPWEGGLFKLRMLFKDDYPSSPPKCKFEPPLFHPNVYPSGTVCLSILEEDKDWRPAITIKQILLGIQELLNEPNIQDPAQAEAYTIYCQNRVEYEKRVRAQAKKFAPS
IMP-1 inhibitor: inhibitors of Pseudomonas aeruginosa IMP-1 metallo-beta-lactamase; purified IMP-1, nitrocefin hydrolysis, epi-absorbance fluorescence; inhibition, % at 5.6 µM; 290,000 compounds, 0.45% hits; AID 1556;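 active means inhibition above the mean plus 3 SD of all compounds in the same screening run, cut at about 4.5% in these data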;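 further: 0% = IMP-1 with DMSO and 100% = DMSO wells lacking enzyme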
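System: Purified IMP-1 | Read-out basis: Percent enzyme inhibition | Controls: IMP-1 with DMSO as 0%, enzyme-free DMSO as 100% | Replicates: One well per compound | Doses: 5.6 µM nominal single concentration | Detection: Epi-absorbance fluorescence, 480 nm excitation, 530 nm emission | Incubation: 25 °C, 15 min preincubation, 25 min reaction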
MEKK3 PB1 HTS: modulators (inhibitors or enhancers) of MEK5 binding to human MEKK3 PB1 domain | bead-based flow cytometry, Alexa488-MEK5 binding to MEKK3; actives lie on both sides; 0 = blocked by unlabeled MEK5, 100 = vehicle | binding response (% of control), % at 10 µM | 290,000 compounds, 1.4% hits;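 active means binding response more than 3 SD above or below the average of its plate-row segment, actives on both sides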;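 further: Alexa488 bead fluorescence after subtracting the streptavidin-only scavenger bead signal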
Target sequence (Q99759 whole entry, looked up, the tested form may be a part): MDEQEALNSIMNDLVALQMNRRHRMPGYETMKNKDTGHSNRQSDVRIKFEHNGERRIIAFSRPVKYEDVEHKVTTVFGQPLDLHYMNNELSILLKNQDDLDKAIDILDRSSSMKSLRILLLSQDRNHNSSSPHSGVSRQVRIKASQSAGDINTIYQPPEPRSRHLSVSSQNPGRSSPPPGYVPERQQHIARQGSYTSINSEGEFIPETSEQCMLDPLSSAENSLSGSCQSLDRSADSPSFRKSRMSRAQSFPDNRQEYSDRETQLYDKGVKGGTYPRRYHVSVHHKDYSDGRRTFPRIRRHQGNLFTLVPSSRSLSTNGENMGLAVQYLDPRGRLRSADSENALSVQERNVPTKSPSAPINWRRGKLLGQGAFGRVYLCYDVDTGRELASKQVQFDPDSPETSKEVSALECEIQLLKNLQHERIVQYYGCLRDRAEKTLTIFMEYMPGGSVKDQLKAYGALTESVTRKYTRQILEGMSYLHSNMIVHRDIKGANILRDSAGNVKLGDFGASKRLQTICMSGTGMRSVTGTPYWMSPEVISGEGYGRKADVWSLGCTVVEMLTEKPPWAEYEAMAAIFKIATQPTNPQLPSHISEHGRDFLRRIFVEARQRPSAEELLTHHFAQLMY
PHOSPHO1 inh: blocks human PHOSPHO1 phosphatase activity; inhibition, % at 13.3 µM; Q8TCT1; 290,000 compounds, 1.1% hits; recombinant PHOSPHO1, absorbance phosphatase assay; in the data active means inhibition above about 60%
Target sequence (Q8TCT1 whole entry, looked up): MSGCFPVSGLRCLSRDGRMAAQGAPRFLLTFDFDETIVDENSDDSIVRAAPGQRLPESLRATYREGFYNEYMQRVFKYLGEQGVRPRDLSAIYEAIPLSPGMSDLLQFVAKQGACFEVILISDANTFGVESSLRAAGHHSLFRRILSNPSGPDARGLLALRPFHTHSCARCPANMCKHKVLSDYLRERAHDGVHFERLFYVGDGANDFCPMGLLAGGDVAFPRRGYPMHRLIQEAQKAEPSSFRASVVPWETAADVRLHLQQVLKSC
IDE act: activators of human insulin-degrading enzyme in cells. P14735. HEK cells, FAbeta-B cleavage, fluorescence polarization; 0% vehicle, 100% cell-free pure enzyme wells. activation, % at 5.96 µM. 340,000 compounds, 0.073% hits. AID 493087;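 active means activation above the mean of all tested compounds plus 3 SD, set per screening campaign, cut at about 17% in these data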
Starred values were filed as active, the others as inactive.

What do the screens show for `CCC(NC(=O)OC(C)(C)C)C(=O)Oc1ccc2c3c(c(=O)oc2c1)CCC3` (configuration not stated)?
NS3 helicase inh: 1; pCIP destab: 0; DNA FID counter: -11; VIM-2 inh: 5.5; SUMO HTRF inh: 20; IMP-1 inhibitor: -4.1; MEKK3 PB1 HTS: 98; PHOSPHO1 inh: -45; IDE act: 7

How did COc1ccc(Cc2nnc3c4cnn(C)c4ncn23)cc1 do in these assays?
NS3 helicase inh: 10; pCIP destab: -1; DNA FID counter: -4; VIM-2 inh: -2.6; SUMO HTRF inh: -12; IMP-1 inhibitor: -3.4; MEKK3 PB1 HTS: 97; PHOSPHO1 inh: 7; IDE act: 2

What do the screens show for `Cc1ccc(S(=O)(=O)Nc2ccccc2C(=O)NCC2CCCO2)cc1` (configuration not stated)?
NS3 helicase inh: 7; pCIP destab: -1; DNA FID counter: -19; VIM-2 inh: -1.2; SUMO HTRF inh: 15; IMP-1 inhibitor: -0.9; MEKK3 PB1 HTS: 108; PHOSPHO1 inh: 43

Results for COc1ccc([C@H]2[C@H](C(=O)OC(C)(C)C)N3N=Cc4ccccc4C3C23C(=O)c2ccccc2C3=O)cc1OC (some centres not stated) ?
NS3 helicase inh: 17; pCIP destab: 3; DNA FID counter: -30; VIM-2 inh: -1.7; SUMO HTRF inh: -2; IMP-1 inhibitor: 0.5; MEKK3 PB1 HTS: 119; PHOSPHO1 inh: 12; IDE act: 2

Results for COc1ccc(Oc2coc3cc(O)ccc3c2=O)cc1 ?
NS3 helicase inh: 2; pCIP destab: 2; DNA FID counter: -5; VIM-2 inh: -1.4; SUMO HTRF inh: 32; IMP-1 inhibitor: 25*; MEKK3 PB1 HTS: 99; PHOSPHO1 inh: 49; IDE act: 2

What do the screens show for `CCCCc1nnc(NC(=O)CSc2nc(N)cc(=O)[nH]2)s1`?
NS3 helicase inh: 0; pCIP destab: 8; DNA FID counter: -5; VIM-2 inh: -0.8; SUMO HTRF inh: 8; IMP-1 inhibitor: -2.7; MEKK3 PB1 HTS: 98; PHOSPHO1 inh: -15; IDE act: 2

Results for CC1(c2ccc3noc(-c4ccc(Cl)cc4)c3c2)OCCO1 ?
NS3 helicase inh: 10; pCIP destab: 5; DNA FID counter: -7; VIM-2 inh: -0.8; SUMO HTRF inh: 8; IMP-1 inhibitor: -1.6; MEKK3 PB1 HTS: 102; PHOSPHO1 inh: 9; IDE act: -3

How did Cc1cc(=O)oc2cc(NC(=O)c3cccc(S(=O)(=O)N(C)C)c3)ccc12 do in these assays?
NS3 helicase inh: 12; pCIP destab: -3; DNA FID counter: -12; VIM-2 inh: -3.3; SUMO HTRF inh: 28; IMP-1 inhibitor: -3.6; MEKK3 PB1 HTS: 96; PHOSPHO1 inh: 36; IDE act: 5

How did Cc1cc2ccc(C)c(C)c2nc1SCC#N do in these assays?
NS3 helicase inh: -4; pCIP destab: -5; DNA FID counter: -7; VIM-2 inh: -6.1; SUMO HTRF inh: -4; IMP-1 inhibitor: -2.9; MEKK3 PB1 HTS: 117; PHOSPHO1 inh: -8; IDE act: 6

How did CN(c1ccccc1)S(=O)(=O)c1ccc(Cl)c(C(=O)Nc2ccc(N3CCOCC3)cc2)c1 do in these assays?
NS3 helicase inh: -6; pCIP destab: -9; DNA FID counter: -31; VIM-2 inh: -1.9; SUMO HTRF inh: 5; IMP-1 inhibitor: -1.8; MEKK3 PB1 HTS: 107; PHOSPHO1 inh: 28; IDE act: 10

What do the screens show for `COc1ccc(-c2[nH]ncc2CNCCc2ncccc2C)cc1F`?
NS3 helicase inh: 2; pCIP destab: -16; DNA FID counter: 8; VIM-2 inh: -0.5; SUMO HTRF inh: -10; IMP-1 inhibitor: -3.5; MEKK3 PB1 HTS: 99; PHOSPHO1 inh: -6; IDE act: 3

Results for CCOC(=O)C1(Cc2ccccc2)CCN(Cc2cccc3c2OCO3)CC1 ?
NS3 helicase inh: -7; pCIP destab: -9; DNA FID counter: 10; VIM-2 inh: -2.5; SUMO HTRF inh: 10; IMP-1 inhibitor: -1.9; MEKK3 PB1 HTS: 101; PHOSPHO1 inh: 37; IDE act: 1

How did CC1=CC(C)(C)NC(=S)N1c1ccc(C)cc1C do in these assays?
NS3 helicase inh: -9; pCIP destab: 12; DNA FID counter: -4; VIM-2 inh: 2.9; SUMO HTRF inh: -15; IMP-1 inhibitor: -1.1; MEKK3 PB1 HTS: 71; PHOSPHO1 inh: -17; IDE act: -2

Results for O=C(c1c(Cl)cccc1Cl)N1CCN(c2ccccn2)CC1 ?
NS3 helicase inh: -14; pCIP destab: -12; DNA FID counter: -8; VIM-2 inh: 0.2; SUMO HTRF inh: 9; IMP-1 inhibitor: -0.2; MEKK3 PB1 HTS: 98; PHOSPHO1 inh: -11; IDE act: 9

What do the screens show for `Cc1ccc(S(=O)(=O)/N=C/N(C)C)cc1`?
NS3 helicase inh: 7; pCIP destab: -1; DNA FID counter: -1; VIM-2 inh: -0.5; SUMO HTRF inh: 6; IMP-1 inhibitor: 0.3; MEKK3 PB1 HTS: 114; PHOSPHO1 inh: 5; IDE act: 3

What do the screens show for `OCC1CCCN(Cc2ccc(-c3ccccc3)cc2)C1` (configuration not stated)?
NS3 helicase inh: -9; pCIP destab: -3; DNA FID counter: 23; VIM-2 inh: 2.0; SUMO HTRF inh: 12; IMP-1 inhibitor: -0.3; MEKK3 PB1 HTS: 102; PHOSPHO1 inh: 40; IDE act: 4

Results for COc1cc(S(=O)(=O)NC2CCCC2)ccc1-n1cnnn1 ?
NS3 helicase inh: 7; pCIP destab: -3; DNA FID counter: -3; VIM-2 inh: -2.5; SUMO HTRF inh: -5; IMP-1 inhibitor: -1.6; MEKK3 PB1 HTS: 101; PHOSPHO1 inh: 32; IDE act: 3

How did O=C(N/N=C/c1cccc(Br)c1)C1CC(=O)N(c2ccccc2)C1 (configuration not stated) do in these assays?
NS3 helicase inh: -3; pCIP destab: -1; DNA FID counter: -31; VIM-2 inh: -2.3; SUMO HTRF inh: 9; IMP-1 inhibitor: -2.3; MEKK3 PB1 HTS: 106; PHOSPHO1 inh: 42; IDE act: 2

What do the screens show for `O=C(O)CSCC(=O)NCc1csc2ccc(Cl)cc12`?
NS3 helicase inh: -9; pCIP destab: 0; DNA FID counter: -9; VIM-2 inh: -0.3; SUMO HTRF inh: 10; IMP-1 inhibitor: -1.9; MEKK3 PB1 HTS: 99; PHOSPHO1 inh: 37

Results for O=C(CN1C(=O)NC2(CCCc3ccccc32)C1=O)N1CCN(C(=O)c2ccco2)CC1 (configuration not stated) ?
NS3 helicase inh: 6; pCIP destab: -6; DNA FID counter: -13; VIM-2 inh: -1.6; SUMO HTRF inh: 14; IMP-1 inhibitor: -1.4; MEKK3 PB1 HTS: 102; PHOSPHO1 inh: -84; IDE act: 4

The last 2 entries of the section above lead into the next:
What do the screens show for `O=C(O)CSCC(=O)NCc1csc2ccc(Cl)cc12`?
NS3 helicase inh: -9; pCIP destab: 0; DNA FID counter: -9; VIM-2 inh: -0.3; SUMO HTRF inh: 10; IMP-1 inhibitor: -1.9; MEKK3 PB1 HTS: 99; PHOSPHO1 inh: 37

Results for O=C(CN1C(=O)NC2(CCCc3ccccc32)C1=O)N1CCN(C(=O)c2ccco2)CC1 (configuration not stated) ?
NS3 helicase inh: 6; pCIP destab: -6; DNA FID counter: -13; VIM-2 inh: -1.6; SUMO HTRF inh: 14; IMP-1 inhibitor: -1.4; MEKK3 PB1 HTS: 102; PHOSPHO1 inh: -84; IDE act: 4

What do the screens show for `O=C(NCC1CCN(Cc2cccc(Cl)c2)CC1)Nc1ccccc1Cl`?
NS3 helicase inh: -18; pCIP destab: 0; DNA FID counter: 14; VIM-2 inh: -2.6; SUMO HTRF inh: -1; IMP-1 inhibitor: -3.3; MEKK3 PB1 HTS: 102; PHOSPHO1 inh: 20; IDE act: 0

How did COc1ccc(/C=N\NC(=O)COc2ccccc2Cl)cc1Cn1nc(C)cc1C do in these assays?
NS3 helicase inh: 5; pCIP destab: -4; DNA FID counter: -7; VIM-2 inh: -1.2; SUMO HTRF inh: 31; IMP-1 inhibitor: -2.2; MEKK3 PB1 HTS: 100; PHOSPHO1 inh: 14; IDE act: 4

Results for CCN(CC)CCCNC(=O)c1[nH]c2ccccc2c1Sc1ccc(Cl)cc1 ?
NS3 helicase inh: -98; pCIP destab: -16; DNA FID counter: -2; VIM-2 inh: -3.4; SUMO HTRF inh: -10; IMP-1 inhibitor: -4.0; MEKK3 PB1 HTS: 105; PHOSPHO1 inh: 11; IDE act: 0

How did O=S1(=O)N=C2CCCCCN2C(c2ccc(F)cc2)N1 (configuration not stated) do in these assays?
NS3 helicase inh: 5; pCIP destab: -6; DNA FID counter: 3; VIM-2 inh: -1.6; SUMO HTRF inh: 29; IMP-1 inhibitor: -2.2; MEKK3 PB1 HTS: 100; PHOSPHO1 inh: 30; IDE act: 3

Results for CCCn1nc(NC(=O)c2cccs2)c2cc3ccccc3nc21 ?
NS3 helicase inh: -31; pCIP destab: -17; DNA FID counter: -14; VIM-2 inh: -0.9; SUMO HTRF inh: 27; IMP-1 inhibitor: -1.2; MEKK3 PB1 HTS: 98; PHOSPHO1 inh: -119; IDE act: 3

Results for COc1cc(CNC2CCCC2)cc(Cl)c1OCc1ccccc1Cl ?
NS3 helicase inh: -86; pCIP destab: -1; DNA FID counter: 25; VIM-2 inh: 1.0; SUMO HTRF inh: -19; IMP-1 inhibitor: -2.5; MEKK3 PB1 HTS: 109; PHOSPHO1 inh: 38; IDE act: -1

Results for COC(=O)c1ccc(C(=O)OC)c(NC(=S)N2CCCC(CO)C2)c1 (configuration not stated) ?
NS3 helicase inh: -11; pCIP destab: 2; DNA FID counter: -5; VIM-2 inh: -2.6; SUMO HTRF inh: 18; IMP-1 inhibitor: -1.9; MEKK3 PB1 HTS: 109; PHOSPHO1 inh: 34; IDE act: 2

Results for Cc1noc(C)c1C(=O)N1CCN(S(=O)(=O)c2cccc(Cl)c2Cl)CC1 ?
NS3 helicase inh: 6; pCIP destab: 10; DNA FID counter: -21; VIM-2 inh: -1.4; SUMO HTRF inh: 16; IMP-1 inhibitor: -1.8; MEKK3 PB1 HTS: 84; PHOSPHO1 inh: 15; IDE act: 1

In the list so far, two have fluorine.
What do the screens show for `COc1ccc(-c2[nH]ncc2CNCCc2ncccc2C)cc1F`?
NS3 helicase inh: 2; pCIP destab: -16; DNA FID counter: 8; VIM-2 inh: -0.5; SUMO HTRF inh: -10; IMP-1 inhibitor: -3.5; MEKK3 PB1 HTS: 99; PHOSPHO1 inh: -6; IDE act: 3

How did O=S1(=O)N=C2CCCCCN2C(c2ccc(F)cc2)N1 (configuration not stated) do in these assays?
NS3 helicase inh: 5; pCIP destab: -6; DNA FID counter: 3; VIM-2 inh: -1.6; SUMO HTRF inh: 29; IMP-1 inhibitor: -2.2; MEKK3 PB1 HTS: 100; PHOSPHO1 inh: 30; IDE act: 3

Only part of the results is shown; count on the stated rates, not on these rows.
